# OX1R antag-1 = antagonists of human orexin 1 receptor (OX1R). OX1R-expressing cells, FRET antagonist read-out. 330,000 compounds, 1.8% hits. inhibition, % at 6.6 µM. AID 485270; in the data active means inhibition mostly above about 38%, no sharp cut-off; inactive means mostly below about 40%;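 further: 0% = agonist challenge alone and 100% = reference antagonist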
# Target sequence (O43613 whole entry, looked up): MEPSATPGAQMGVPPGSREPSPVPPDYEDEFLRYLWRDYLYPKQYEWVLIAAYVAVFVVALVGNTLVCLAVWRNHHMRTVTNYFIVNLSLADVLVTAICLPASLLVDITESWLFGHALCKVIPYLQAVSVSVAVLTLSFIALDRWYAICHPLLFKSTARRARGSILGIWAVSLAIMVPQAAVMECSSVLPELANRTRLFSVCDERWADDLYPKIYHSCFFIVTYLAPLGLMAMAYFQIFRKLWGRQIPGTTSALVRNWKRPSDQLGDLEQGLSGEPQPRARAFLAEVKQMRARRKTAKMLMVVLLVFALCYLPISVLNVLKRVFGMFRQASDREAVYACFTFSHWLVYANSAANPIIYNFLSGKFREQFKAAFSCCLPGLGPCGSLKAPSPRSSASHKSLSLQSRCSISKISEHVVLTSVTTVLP
# STK33 inh = blocks human STK33 kinase activity; Q9BYT3; purified STK33, MBP phosphorylation, ADP-Glo luminescence; inhibition, % at 10 µM; 320,000 compounds, 0.073% hits;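 active means inhibition at or above 25%, using the most active replicate where run in duplicate; inactive means inhibition below 25%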
# Target sequence (Q9BYT3 whole entry, looked up): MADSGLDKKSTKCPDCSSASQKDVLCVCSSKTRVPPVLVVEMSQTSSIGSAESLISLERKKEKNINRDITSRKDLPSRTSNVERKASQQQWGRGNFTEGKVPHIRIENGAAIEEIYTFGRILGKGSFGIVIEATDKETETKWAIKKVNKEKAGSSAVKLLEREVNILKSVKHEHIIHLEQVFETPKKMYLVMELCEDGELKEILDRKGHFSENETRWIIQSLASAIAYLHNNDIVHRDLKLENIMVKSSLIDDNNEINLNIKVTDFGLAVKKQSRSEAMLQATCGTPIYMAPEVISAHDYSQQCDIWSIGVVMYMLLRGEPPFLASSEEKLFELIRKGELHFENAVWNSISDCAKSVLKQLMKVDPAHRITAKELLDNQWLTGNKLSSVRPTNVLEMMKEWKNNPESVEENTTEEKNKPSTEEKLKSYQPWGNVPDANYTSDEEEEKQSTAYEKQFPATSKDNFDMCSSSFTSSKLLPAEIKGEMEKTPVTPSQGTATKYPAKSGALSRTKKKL
# OX1R antag-2 = human HCRTR1 antagonism. CHO/OX1R cells, Fluo-8 calcium fluorescence, orexin A. inhibition, % at 5 µM. 330,000 compounds, 0.43% hits. AID 434989;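 active means inhibition above its plate's threshold, mean inhibition of all tested compounds on the plate plus 3 SD, cut at about 37% in these data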;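 further: 0% = orexin A challenge wells and 100% = SB-334867-A antagonist wells; not every result past the cut was called active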
# Active calls of the source: *; . = not tested or not shown.
SMILES	STK33 inh	OX1R antag-1	OX1R antag-2
CCC1CCCCN1S(=O)(=O)c1ccccc1[N+](=O)[O-] (configuration not stated)	-1.0	15	-3
CCCCn1c(SCC2CCCCO2)nc2cc(S(N)(=O)=O)ccc21 (configuration not stated)	0.1	1	-22
N#CC1=C(SCc2ccccc2Cl)NC(=O)C(C(N)=O)C1 (configuration not stated)	-1.2	14	1
N#Cc1cc2ccccc2nc1SCC(=O)NC1CC1	0.1	34	-7
COc1ccc(C2=CC(c3c(C)nn(-c4ccccc4)c3Cl)n3nnnc3N2)cc1OC (configuration not stated)	-1.4	11	-20
CCn1c(/C(C#N)=C(\O)CCc2ccccc2)nc2ccccc21	-0.1	14	-16
CSC(=S)NCc1cccnc1	-0.7	3	4
CCOc1ccc(Cn2c(C)nc([N+](=O)[O-])c2SCC(O)CCl)cc1[N+](=O)[O-] (configuration not stated)	-1.6	8	-10
Nc1nc(Nc2ccc(Cl)cc2)nc(NCc2ccco2)c1[N+](=O)[O-]	0.0	24	-43
C[C@H](CO)N1C[C@H](C)[C@@H](CN(C)C(=O)Nc2ccc3c(c2)OCO3)Oc2c(NC(=O)C3CCCCC3)cccc2C1=O	0.1	3	-23
O=C(CN1c2ccccc2Sc2ccccc21)NNC(=S)Nc1ccc(Cl)cc1Cl	-0.7	71	2
O=[N+]([O-])c1ccc(/C=N/NC(=S)Nc2ccccc2C(F)(F)F)o1	0.8	9	-8

# The listing continues.
SMILES	STK33 inh	OX1R antag-1	OX1R antag-2
COc1ccc2[nH]c3nc(SCc4nnc(-c5ccccc5)o4)nnc3c2c1	-0.9	14	-19
CC(C)(C)c1ccc(C(=O)NN2C(=O)CSC2=S)cc1	-0.5	10	-13
COc1ccccc1NC(=O)Nc1c(C)nn(C)c1C	-2.8	-2	-1
Cc1cc(C(=O)COC(=O)CNS(=O)(=O)c2ccc3ccccc3c2)c(C)n1-c1ccccc1	-1.1	10	-1
COc1ccc(CCC(C)NCC(C)c2ccccc2)cc1 (configuration not stated)	-0.6	13	-30
COc1cccc(OC)c1OCCCOc1c(OC)cccc1OC	-0.4	15	-30
CC(C)CN(C(=O)CCCc1nc2ccccc2c(=O)[nH]1)c1c(N)n(Cc2ccccc2)c(=O)[nH]c1=O	-1.5	24	-5
Cc1noc(C)c1NC(=O)Nc1ccc2c(c1)C(=O)N([C@H](C)CO)C[C@H](C)[C@@H](CN(C)C(=O)Nc1c(C)noc1C)O2	0.6	2	-19
COc1ccc(-c2cc(-c3ccccc3)nc(NN)n2)cc1OC	1.2	28	-34
O=C(Cc1cccs1)NCc1ccncc1	0.7	17	-12
O=C(CCCN1C(=O)NC2(CCCC2)C1=O)NCc1ccccc1	-0.1	2	-14
CCCC(=O)OCCNc1cc(SCCC(=O)OC)c2nonc2c1[N+](=O)[O-]	0.0	120*	-10

# Later entries:
SMILES	STK33 inh	OX1R antag-1	OX1R antag-2
Cc1cc(NC(=O)Cc2ccccc2)c2ccccc2n1	-0.3	48	35
COc1cccc(-n2c(SCC(N)=O)nnc2-c2c[nH]c3ccccc23)c1	0.0	26	-33
CC(=O)c1ccc(S(=O)(=O)N2CCN(CC(=O)Nc3ccccc3C(=O)NC3CC3)CC2)cc1	4.0	5	-19
Cn1c(-c2ccccc2)cnc1NCc1ccc(-c2ccccc2)cc1	-0.5	12	-23
CCOC(=O)N1CCN(C(=O)c2nn(-c3cc(OC)cc(OC)c3)c(=O)c3ccccc23)CC1	-1.2	7	-34
CCOC(=O)c1nnn2c1nc(Nc1cccc(C(F)(F)F)c1)c1ccccc12	-5.5	8	-7
COc1ccc(CNC(=O)C[C@H]2C[C@H](C(=O)N3CCCCC3)[C@@]3(CCc4ccccc4)c4[nH]c5ccc(Cl)cc5c4CCN3C2=O)cc1OC	.	17	7
Nc1cnc(Br)cc1Br	-1.4	26	-8
O=C(C1=C[C@H](c2ccc3c(c2)OCO3)C[C@H](OCCCCO)O1)N1CCOCC1	0.4	20	-20
Cc1ccccc1NC(=S)N(C)CCc1ccccn1	-2.3	7	-7
COC(=O)CSc1nc(N)c(NC(=O)c2ccc(OC)c(OC)c2)c(=O)[nH]1	-7.4	1	-3
Cc1cccc(C(=O)OCC(=O)c2ccc3c(c2)OCCO3)c1O	0.4	7	12

# Results in OX1R antag-2 and OX1R antag-1 (6 entries from above):
canonical_smiles	OX1R antag-2	OX1R antag-1
COc1cccc(OC)c1OCCCOc1c(OC)cccc1OC	-30	15
CCOC(=O)c1nnn2c1nc(Nc1cccc(C(F)(F)F)c1)c1ccccc12	-7	8
Nc1nc(Nc2ccc(Cl)cc2)nc(NCc2ccco2)c1[N+](=O)[O-]	-43	24
CCn1c(/C(C#N)=C(\O)CCc2ccccc2)nc2ccccc21	-16	14
C[C@H](CO)N1C[C@H](C)[C@@H](CN(C)C(=O)Nc2ccc3c(c2)OCO3)Oc2c(NC(=O)C3CCCCC3)cccc2C1=O	-23	3
O=C(CCCN1C(=O)NC2(CCCC2)C1=O)NCc1ccccc1	-14	2

# (cont.)
SMILES	STK33 inh	OX1R antag-1	OX1R antag-2
Cc1cc(S(=O)(=O)N2CCN(Cc3ccc4c(c3)OCO4)CC2)cc(C)c1N1CCCC1=O	3.1	7	-9
CC(C)C(=O)NC(=S)Nc1ccc(S(=O)(=O)Nc2nccs2)cc1	-0.6	19	3
O=C(CN1CCN(c2ccccn2)CC1)Nc1cccc(Br)c1	-0.4	-4	-41
CC(C)[C@H](NC(=O)c1ccccc1F)C(=O)Nc1ccc(F)c(F)c1	-1.0	-6	-11
COC(=O)[C@]1(Cc2ccccc2)N[C@H](c2ccc(-c3ccc(F)cc3)cc2)[C@@H]2C(=O)N(C)C(=O)[C@@H]21	-0.1	24	-11
CN(CC(=O)Nc1cccc(F)c1)CC(=O)Nc1cc(S(=O)(=O)N2CCOCC2)ccc1Cl	-1.3	3	-12
N#Cc1ccccc1OCCOCCNC1CCCC1	-1.0	-5	-7
COC(=O)c1[nH]c2ccc(F)cc2c1NC(=O)CCN1CC(C)OC(C)C1 (configuration not stated)	-3.1	-4	-9
COC(=O)c1ccccc1NC(=O)CN1CCCCCC1	1.0	17	-20
O=C(Nc1ccc(Cl)c(Cl)c1)Nc1ccccc1NS(=O)(=O)c1cccs1	-2.9	66	2
CC(OC(=O)Nc1cccc(Cl)c1)C(=O)O (configuration not stated)	-0.9	-5	-2
COc1ccc(CN2CCC(CO)(CCOc3ccccc3)CC2)cc1C	-1.1	5	-33

# (further entries)
SMILES	STK33 inh	OX1R antag-1	OX1R antag-2
CCN1CCN(CC(O)COc2ccc3c(c2)CCC3)CC1 (configuration not stated)	-0.1	13	-25
CCC(CC)c1nnc(NC(=O)CCNC(=O)c2ccccc2Cl)s1	-0.4	6	-26
Clc1ccccc1N=C1NN=C(c2cccs2)CS1	-0.4	22	-22
COc1ccccc1CNC(=O)c1oc2ccc(S(=O)(=O)N3CCCC3)cc2c1C	-1.6	12	-25
CC(C)(C)C1CCC(=NNC(=O)C(=O)NCc2ccco2)CC1 (configuration not stated)	-1.2	7	-6
O=c1ccn(CCOc2ccc(Cl)cc2)c(=O)[nH]1	0.2	8	-8
CC(Sc1nc(NCc2ccccc2)nc(N(C)C)n1)C(=O)Nc1ccccc1 (configuration not stated)	-1.6	16	-11
Cc1ccc(S(=O)(=O)N2CCOCC2)cc1NC(=O)CN1CCN(C)CC1	0.1	0	0
Cn1ccnc1SCC(=O)c1ccc(O)cc1	2.2	4	-9
CCCC(=O)N(c1ccc2oc(C)c(C(C)=O)c2c1)S(=O)(=O)c1ccc(C)c([N+](=O)[O-])c1	0.0	12	-24
O=C(NCC1CCCCC1)c1cccnc1Cl	-0.7	27	-4
CC1=C(C(=O)Nc2ccc(C)cc2C)C(c2ccc(C)o2)NC(=S)N1 (configuration not stated)	-0.3	3	-25

# Quoted from the listing:
# `CC(C)(C)C1CCC(=NNC(=O)C(=O)NCc2ccco2)CC1` (configuration not stated) @ STK33 inh: -1.2
# `CC1=C(C(=O)Nc2ccc(C)cc2C)C(c2ccc(C)o2)NC(=S)N1` (configuration not stated) @ OX1R antag-1: 3

# (listing goes on)
SMILES	STK33 inh	OX1R antag-1	OX1R antag-2
CCCC(=O)Nc1ccc2nn(-c3ccc(OC)cc3)nc2c1	0.1	35	-11
O=C(CSc1ccccc1)Nc1ccc2c(c1)C(=O)NC2=O	22	19	14
O=C(CCc1nc(-c2ccccc2)no1)Nc1cccnc1	-2.0	6	-7
NC(=O)c1nsc(C(=O)N(Cc2ccc(F)cc2)C(C(=O)NC2CCCC2)c2ccco2)c1N (configuration not stated)	-3.0	28	-22
Cc1ccc(S(=O)(=O)Nc2ccccc2C(=O)NCc2cccnc2)cc1	-0.7	12	-20
COc1ccc2c(c1)C(SCC(=O)NCc1ccccc1)CC(C)(C)O2 (configuration not stated)	-1.2	18	-16
CCCNS(=O)(=O)c1ccc(NC(=O)c2ccccn2)cc1	4.2	0	4
O=C(CC1Sc2ccccc2NC1=O)c1ccc(Br)cc1 (configuration not stated)	-1.8	11	6
CCOC(=O)c1ccc(NC(=O)Cn2c(-c3nonc3N)nc3ccccc32)cc1	9.8	29	-3
CCOC(=O)CCc1nn(C)c(=O)c2ccccc12	-0.2	-8	-4
O=C1c2ccccc2C(Nc2cccnc2)N1Cc1ccccc1 (configuration not stated)	-0.7	14	-22
CCCC(C)NC(=O)CSCc1ccc(OC)cc1 (configuration not stated)	-0.3	12	-15

# Later entries.
SMILES	STK33 inh	OX1R antag-1	OX1R antag-2
CCn1c(SCC(=O)Nc2sc(C)c(C)c2C#N)nnc1C(C)C	-0.3	9	-4
CC(Oc1cccc(F)c1)c1ccnc2nc(/N=C/N(C)C)nn12 (configuration not stated)	0.6	16	-6
COc1ccc(/C=C/C(=O)Nc2ccc(S(=O)(=O)Nc3cc(C)nc(C)n3)cc2)cc1OC	-0.6	36	-7
CC1=NN(c2nc(-c3ccc(C)cc3)cs2)C(=O)C1N=Nc1ccc2ccccc2c1 (configuration not stated)	-1.7	14	-30
COc1ccccc1CNC(=O)C1CCC(CNc2c(N3CCOCC3)c(=O)c2=O)CC1 (configuration not stated)	-1.1	4	8
COC(=O)CC1SC(=O)NC1=Nc1ccc(OC)cc1 (configuration not stated)	-0.1	25	-7
O=C1CS/C(=N/N=C\c2ccn[nH]2)N1	6.7	10	-18
COc1ccccc1-c1nc(C#N)c(N2CCC(Cc3ccccc3)CC2)o1	-0.9	34	1
COC(=O)CNC(=O)c1c(C)cc(=O)oc1C	-1.1	15	-1
CCOc1ccccc1CN1CCC(N2CCOCC2)CC1	0.5	-5	3
COc1cc(OC)c(OC)cc1/C=N/n1c(COc2ccccc2)n[nH]c1=S	0.2	6	-3
CCOc1ccccc1NC(=O)CCN1CCN(S(=O)(=O)c2ccc(Br)cc2)CC1	0.0	-3	-28

# Records listed so far printed as active in OX1R antag-1:
SMILES	STK33 inh	OX1R antag-1	OX1R antag-2
CCCC(=O)OCCNc1cc(SCCC(=O)OC)c2nonc2c1[N+](=O)[O-]	0.0	120*	-10

# (list continues)
SMILES	STK33 inh	OX1R antag-1	OX1R antag-2
COc1cc(C2C(C(=O)c3cccs3)=C(O)C(=O)N2Cc2ccco2)cc(OC)c1OC (configuration not stated)	0.8	13	-9
O=C(O)c1nn(Cc2nc3ccccc3o2)c(=O)c2ccccc12	1.6	5	-15
CCOC(=O)C1=CN(Cc2cccc(F)c2)S(=O)(=O)N(C)C1c1cccc(OC)c1 (configuration not stated)	.	14	-8
COc1cccc(NC(=O)C2CCCN(S(=O)(=O)c3cccc4nsnc34)C2)c1 (configuration not stated)	-0.1	85*	23
COc1ccc(CC(=O)NCC2(c3ccc(OC)c(OC)c3)CCCC2)cc1	3.7	5	-19
Cc1ccc(C)c(-c2nnc(NC(=O)C3=COCCO3)o2)c1	-0.1	6	-20
COc1ccccc1NS(=O)(=O)c1cc(C)ccc1C	1.0	31	-11
COC(=O)[C@@]1(Cc2ccc(F)cc2)[C@H]2c3cc(C(=O)N4CCCC4)n(CCc4ccccn4)c3C[C@H]2CN1C(=O)c1ccccc1	0.2	6	-20
COc1ccc(NC(=O)c2ccco2)cc1NC(=O)c1ccccc1[N+](=O)[O-]	-0.2	30	-6
CCCCCn1c(N2CCC(C(N)=O)CC2)nc2c1c(=O)[nH]c(=O)n2C	-1.6	4	2
CCC(CO)Oc1cc(NC(=O)c2ccc(OC)cc2)c2ncn(C(C)C)c2c1 (configuration not stated)	3.4	14	-4
COc1ccc(-n2nnnc2/C=C/Nc2cc(C(F)(F)F)ccc2OC)cc1	-0.8	3	-30

# More records:
SMILES	STK33 inh	OX1R antag-1	OX1R antag-2
CCOC(=O)/C(C(C)=O)=C1/OC(=O)c2ccccc21	-0.9	13	-11
COc1cc(C(=O)NC2CC3CCCC(C2)N3Cc2ccccc2)cc(OC)c1OC (configuration not stated)	0.2	13	-33
CCO[C@H]1OC(C(=O)N2CCN(Cc3ccccc3)CC2)=C[C@@H](c2coc3ccccc3c2=O)[C@@H]1CCCO	-1.3	21	-48
CSCCC(NS(=O)(=O)c1cccc(C(F)(F)F)c1)C(=O)N(C)CCOc1ccc(Cl)cc1 (configuration not stated)	-2.3	4	-30
Cc1ccc(C(=O)c2ccccc2C(=O)O)c(O)c1	-1.6	17	4
COc1ccc(C2=NN(C(=O)CSc3nc4ccccc4s3)C(c3ccc(OC)cc3)C2)cc1 (configuration not stated)	-0.3	10	-34
CCN(Cc1ccccc1)C(=O)CCc1nc(CN2CCN(C(=O)c3ccc([N+](=O)[O-])cc3)CC2)no1	-0.6	28	-26
Cc1cc(C)c(N)c(C(=O)O)c1	0.6	11	-10
Cc1cc(C)c(C#N)c(SCC(=O)OC2CCCCC2)n1	-0.9	6	-26
O=C(c1ccc2nc3ccc(Cl)cc3c(=O)n2c1)N1CCOCC1	-2.4	24	-25
Cn1c(SCC(=O)N2CCc3ccccc32)nnc1-c1ccc(S(=O)(=O)N2CCCC2)cc1	0.3	12	-20
COc1ccc(N2CCN(C(=O)CN3C(=O)COc4ccccc43)CC2)cc1	-0.1	14	-29

# Assay outcomes (PubChem BioAssay)
